# NS5 inhibitors = flavivirus cap methylation enzyme inhibition – biochemical, confirmation dose response, primary screen (AID 588689); one-dose inhibition, % at 25 µM; IC50 in µM for titrated hits; 0.3% of 340,000 active; Dengue-2 NS5 methyltransferase capping enzyme assay, biochemical; higher % means a stronger effect; in the data active means a potency from the dose series; inconclusive means inhibition above about 29% without an active follow-up result
# Rac1 GTP hydrolysis = MgcRacGAP GTPase-activating activity inhibitors, confirmation, biochemical, ADP Hunter fluorescence | MgcRacGAP-stimulated Rac1 GTP hydrolysis, ADP Hunter fluorescence; higher % means a stronger effect; GST-tagged Rac1 F28L mutant substrate | inhibition, % at 30 µM; hits with a dose series show IC50 in µM | 0.6% of 340,000 active | AID 624330;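 active means first-screen hits whose inhibition reached a set limit at any dose in the follow-up dose series; inconclusive means inhibition above the set first-screen limit but never retested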;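 further: fluorescence reports GDP produced by GAP-driven GTP hydrolysis; strong numbers were not always called active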
# RSV CPE inhibition = inhibition of RSV-induced cytopathic effect – HEp-2 cells, primary 10 µM value included (AID 2391); HEp-2 cells, RSV-induced CPE inhibition; higher % means a stronger effect; CPE inhibition, % at 10 µM; hits with a dose series show IC50 in µM; 0.13% of 310,000 active; in the data active means a potency from the dose series; inconclusive means CPE inhibition mostly from about 23% at the one dose, without a potency; inactive means the rest, 99 in 100 with CPE inhibition below about 21%; further: strong numbers were not always called active
# NTR1 ag = agonists of NTR1, primary screen, imaging, U2OS cells, beta-arrestin-GFP, high content (AID 493036). P30989. NTR1-U2OS beta-arrestin-GFP spot imaging, agonist mode. activation, % at 20 µM. 0.17% of 330,000 active;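 active means activation at or above 40% of the spot to cytoplasm intensity ratio, with at least 20 cells analyzed; inconclusive means wells under 20 cells, flagged as cytotoxic or low count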;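 further: 0% = DMSO without peptide and 100% = 100 nM NTR1 peptide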
# Target sequence (P30989 whole entry, looked up): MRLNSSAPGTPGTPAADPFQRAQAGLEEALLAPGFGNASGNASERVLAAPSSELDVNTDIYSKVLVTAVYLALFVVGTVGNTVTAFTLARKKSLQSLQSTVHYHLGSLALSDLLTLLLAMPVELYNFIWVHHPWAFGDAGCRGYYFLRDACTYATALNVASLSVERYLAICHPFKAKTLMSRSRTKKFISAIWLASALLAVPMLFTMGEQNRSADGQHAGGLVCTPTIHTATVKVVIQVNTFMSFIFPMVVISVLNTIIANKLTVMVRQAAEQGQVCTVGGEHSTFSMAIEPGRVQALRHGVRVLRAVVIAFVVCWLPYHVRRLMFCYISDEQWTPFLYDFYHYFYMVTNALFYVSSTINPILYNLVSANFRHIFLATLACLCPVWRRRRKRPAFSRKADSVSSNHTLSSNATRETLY
# West Nile virus CPE = West Nile virus antiviral activity, cell-based, CPE readout (AID 1621); West Nile virus-infected cells, CPE inhibition; higher % means a stronger effect; CPE inhibition, % at 10 µM, or IC50 in µM where a hit was titrated; 0.02% of 290,000 active; in the data active means a potency from the dose series; inconclusive means CPE inhibition mostly from about 3.7% at the one dose, without a potency; inactive means the rest, 99 in 100 with CPE inhibition below about 2.2%; further: strong numbers were not always called active
# SV40 large T antigen = SV40 large T antigen inhibitors, biochemical (AID 1903) | SV40 large T antigen ATPase/helicase inhibition assay; higher % means a stronger effect | inhibition, % at 20 µM; hits with a dose series show IC50 in µM | 0.39% of 310,000 active; in the data active means a potency from the dose series; inconclusive means inhibition mostly from about 32% at the one dose, without a potency; inactive means the rest, 99 in 100 with inhibition below about 32%; further: strong numbers were not always called active
# SIAH1 antagonists = blockers of Siah-1 interaction with plectin peptide – biochemical, fluorescence polarization, rhodamine-plectin, uHTS, primary screen (AID 1817). 0.02% of 290,000 active. Siah-1 / rhodamine-plectin peptide fluorescence polarization; higher % means a stronger effect. displacement, % at 20 µM, or IC50 in µM where a hit was titrated;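 active means displacement of at least 50% at 20 µM, with a fluorescence ratio check between 0.3 and a set limit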;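 further: plate controls were Siah plus tracer with DMSO for no effect and tracer alone without Siah for full effect; strong numbers were not always called active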
# UTI89 phage lysis = inhibition of K1F phage lysis, E. coli UTI89, bacterial capsule biogenesis inhibitors, alamar blue (AID 488966); inhibition, % at 100 µM; hits with a dose series show IC50 in µM; E. coli UTI89 K1F phage lysis, alamar blue, 2 h; higher % means a stronger effect; 0.02% of 340,000 active;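 active means phage lysis inhibition, versus mean bacterial control, above a set limit; inconclusive means no clear call, values can overlap the other calls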;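 further: capsule biogenesis inhibitors block K1F phage lysis so surviving cells raise fluorescence; higher fluorescence means more inhibition of phage lysis; actives were called in the ten point dose series up to 300 µM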
# AID2073 = inhibitors of Mint1-CaV2.2 protein interaction, biochemical, HTRF (AID 2073); HTRF protein-protein interaction, Mint1-CaV2.2; higher % means a stronger effect; inhibition, % at 20 µM, or IC50 in µM where a hit was titrated; 0.19% of 290,000 active; in the data active means inhibition mostly above about 51%, no sharp cut-off; inconclusive means no clear call, values can overlap the other calls; inactive means mostly below about 53%; further: some results filed as inactive read as strong as hits
# NTR1 ag cell count 20 µM = also measured in NTR1 ag; calls as there; cell count; measured here: cell count, cytotoxicity flag
# NS5 inhibitors pilot replicate = recorded beside NS5 inhibitors, whose call it bears; inhibition, %; measured here: pilot screen replicate inhibition
# An asterisk follows results filed as active; u = inconclusive; x = not tested or not shown; [ ] = remark or other dose.
SMILES,NS5 inhibitors,Rac1 GTP hydrolysis,RSV CPE inhibition,NTR1 ag,NTR1 ag cell count 20 µM,West Nile virus CPE,SV40 large T antigen,SIAH1 antagonists,UTI89 phage lysis,AID2073,others
NS(=O)(=O)c1cccc(NC(=O)CSc2nn(-c3ccccc3)c(=S)s2)c1,-7%,9%,19%,0.8,44,-0.9%,2%,1%,4.2%,-2%,
O=C(CCc1nnc2ccc(NCc3ccccc3)nn12)NCC1CCN(C2CCCC2)C1 (stereo unspecified),-7%,1%,0.7%,1.5,67,0.4%,3%,-1%,-0.1%,-9%,
COc1ccccc1N1CCN(C(=O)c2ccc3c(=O)n4c(nc3c2)CCCCC4)CC1,-4%,10%,-1.2%,-1.8,95,x,x,x,0.5%[50 µM],x,
NNC(=O)c1[nH]c(-c2ccccc2)cc1-c1ccccc1,4%,8%,0.9%,-0.3,66,-0.1%,14%,-2%,-0.4%,2%,
COc1cc(NC(=S)NCc2ccc(S(N)(=O)=O)cc2)c(OC)cc1Cl,1%,7%,1.0%,2.8,41,1.1%,9%,6%,-0.2%,-18%,
Cc1nc(C(F)(F)F)nc(Nc2ccc(Br)cc2)c1C#N,-3%,4%,-0.5%,1.2,40,-0.1%,5%,0%,1.9%,10%,
Cc1ccsc1C(=O)OCc1nnc(-c2ccccc2)o1,4%,3%,x,0.9,54,x,x,x,0.5%[50 µM],x,
CCSC1=C(C#N)C(c2ccc(F)cc2)CC(=O)N1 (stereo unspecified),-3%,4%,x,x,x,-0.4%,4%,-5%,-0.6%,-2%,
CCOc1cc(/C=C2/NC(=O)NC2=O)cc(Br)c1OCc1ccc(C(=O)O)cc1,6%,10%,0.3%,0.2,18,2.0%,6%,42%,-0.7%,21%,
COc1ccc(Nc2nc3ccccc3n3cnnc23)cc1,-11%,-10%,-0.7%,3.7,57,0.1%,13%,2%,-2.1%,6%,
COc1cc(/C=N/O)c(Br)cc1OCC(=O)Nc1ccccc1C,1%,8%,-0.3%,0.9,53,0.4%,-1%,3%,2.4%[50 µM],10%,
N#Cc1ccc(N2CCOCC2)nc1,3%,-5%,1.3%,-0.2,57,0.3%,2%,9%,-0.4%,14%,
Cc1ccc(C2=C/C(=C/c3cccnc3)C(=O)O2)c(C)c1,5%,7%,4.3%,-0.7,87,-0.2%,13%,18%,0.1%,1%,
CCCS(=O)(=O)N1CCCC(C(=O)Oc2ccc(Cl)cc2)C1 (stereo unspecified),1%,0%,1.0%,-1.4,35,0.0%,6%,-2%,-0.1%,14%,NS5 inhibitors pilot replicate=-6.4
c1ccc2c(Nc3nc(-c4ccncc4)nc4ccccc34)cccc2c1,x,x,5.4%,5.3,54,-0.5%,6%,7%,x,24%,
Cc1cc(C)c(C#N)c(N2CCN(Cc3ccccc3)CC2)n1,6%,11%,-2.0%,4.1,54,-1.1%,-1%,-3%,6.4%,12%,
CCN([C@H](CO)C(C)C)S(=O)(=O)c1ccccc1Br,-5%,7%,x,-0.3,48,x,x,x,0.1%,x,NS5 inhibitors pilot replicate=2.1
Cc1cc(OCC(=O)Nc2ccc(OCc3ccccc3)cc2)nc(C(C)C)n1,-3%,5%,2.3%,4.1,79,-1.3%,0%,0%,0.3%,9%,
CCOC(=O)C1(C)/C(=N/Nc2cccc(Cl)c2)C(=O)C(=O)N1c1ccccc1 (stereo unspecified),18µM*,11%,3.1%,2.1,43,0.0%,7%,1%,0.3%,-40%,
Cc1ccc(-c2nn(-c3ccccc3)cc2/C=C/C(=O)O)o1,-2%,5%,5.2%,2.9,61,0.4%,3%,-3%,0.0%,18µM*,
O=C(CCNC(=O)N1CC(=O)Nc2ccccc21)Nc1ccc(Cl)cc1,-3%,6%,0.3%,-0.2,73,0.5%,5%,-1%,0.1%,-3%,
CC1(C(=O)Nc2cccc(-n3cnnn3)c2)Cc2ccccc2C(=O)O1 (stereo unspecified),7%,7%,x,3.3,62,x,x,x,3.7%,x,
OC(c1nc2ccccc2[nH]1)C(O)c1nc2ccccc2[nH]1 (stereo unspecified),-4%,2%,2.6%,0.7,64,0.2%,5%,-1%,-0.6%,2%,
CC1(c2ccccc2)CC(C)(C)N2C(=O)Cc3cccc1c32 (stereo unspecified),-7%,5%,11%,9.1,58,-1.2%,7%,10%,0.2%,18%,
CCOC(=O)[C@H]1[C@H]2COc3ccc(Br)cc3[C@@H]2N2C(=O)CN(Cc3ccc(C)cc3)C(=O)[C@@]12C,-5%,2%,11%,4.5,51,x,x,x,1.4%,x,
CC(C)OP(=O)(c1ccc(N(C)C)cc1)C(O)c1ccncc1 (stereo unspecified),3%,0%,2.6%,0.3,82,0.3%,27%,2%,0.2%,4%,NS5 inhibitors pilot replicate=1.5
CC(C)c1nc(C(=O)N2CCCC(CCC(=O)N(C)CCc3ccccn3)C2)cs1 (stereo unspecified),9%,5%,1.0%,-1.4,86,0.2%,6%,-2%,0.1%,-16%,
Cc1cc(=O)[nH]c(SCC(=O)N2c3ccccc3CC2C)n1 (stereo unspecified),-11%,4%,1.6%,-0.1,40,0.1%,-6%,2%,-0.9%,0%,
C=CCOc1cccc(C2C(C(=O)c3ccc(C)o3)=C(O)C(=O)N2c2nnc(C)s2)c1 (stereo unspecified),-5%,6%,6.1%,3.3,57,x,18%,x,-2.0%,x,
CC(C)(CNC(=O)c1ccc(Br)o1)CNC(=O)c1ccc(Br)o1,-12%,8%,x,0.9,56,-0.6%,x,3%,1.6%[50 µM],5%,
O=[N+]([O-])c1ccccc1NCc1ccccc1Cl,-9%,10%,1.9%,2.5,54,0.0%,-10%,-4%,-0.1%,-4%,
COc1cc(SC)ccc1C(=O)NCCOc1ccccc1Cl,-1%,9%,8.0%,4.7,75,-0.8%,2%,-3%,0.0%,-2%,
N#CC(C(=O)NCc1ccccc1)c1nc2ccccc2nc1N1CCCC1 (stereo unspecified),u,9%,-1.2%,1.1,43,0.6%,-12%,0%,0.5%,10%,
O=[N+]([O-])c1ccc(-c2n(-c3ccccn3)c3ccccc3[n+]2-c2ccccn2)cc1,2%,14%,0.7%,2.3,52,-0.6%,9%,3%,0.0%,-5%,
COC(=O)c1ccc(C2C(C#N)=C(N)Oc3cc(O)ccc32)cc1 (stereo unspecified),-18%,17%,2.8%,1.6,67,-0.5%,10%,4%,0.0%,2%,
Cc1ccc(S(=O)(=O)Nc2ccc3oc(=O)sc3c2)c(C)c1,-11%,8%,-0.7%,0.9,64,-0.5%,24%,-6%,-0.1%,-29%,
Cc1ccc(NC(=O)CN2CCCN(S(=O)(=O)c3ccc(Br)s3)CC2)cc1,4%,12%,11%,3.9,60,-0.1%,4%,-1%,-0.8%,-11%,
Cc1ccn2c(=O)nc(SCC(=O)Nc3cc(C)on3)nc2c1,-1%,2%,-0.9%,0.6,69,x,11%,x,2.8%[50 µM],x,
CCCCCCCCCCCCCCCC[n+]1cccc2ccccc21,-1%,5%,-1.0%,1.2,46,-1.4%,u,-5%,-23%,25%,
Cc1c(NC(=O)c2ccc(S(=O)(=O)N3CC(C)OC(C)C3)cc2)c(=O)n(-c2ccccc2)n1C (stereo unspecified),5%,4%,1.2%,-1.1,75,0.5%,1%,4%,0.5%,-2%,
COc1ccc(Cn2c(=O)[nH]c3cc(C(=O)NCCCN4CCCCC4)ccc3c2=O)cc1,0%,4%,-1.1%,-1.9,85,0.2%,2%,-2%,0.5%,3%,
O=C(Nc1ccccc1)c1cc2ccccc2o1,-2%,10%,1.0%,-3.3,102,0.2%,12%,5%,-6.2%,25%,
COCCNC(=S)c1ccc(Br)cc1,3%,8%,4.9%,1.5,57,-0.2%,19%,-2%,0.1%,10%,
Cc1cc(CSc2ccccc2)ccc1NC(=O)c1ccc(CN2CCOCC2)cc1,-4%,3%,0.2%,3.6,40,-0.9%,-17%,3%,4.2%,5%,
C=CCNC(=O)c1cccn1-c1ccsc1C(=O)OC,1%,5%,1.1%,-0.1,40,0.4%,7%,0%,1.5%,-6%,
CC[C@@H](CCC=C(C)C)C(=O)N(Cc1ccccc1)c1ccccc1,-7%,3%,2.4%,0.4,51,x,x,x,-1.4%,x,
Cc1ccc(C(=O)Nc2c[nH]c(=O)[nH]c2=O)cc1,3%,10%,-2.4%,-0.6,67,0.4%,2%,-3%,-0.2%,5%,
O=C(O)c1cc(O)c2c(c1)[C@H]([C@H]1c3cc(C(=O)O)cc(O)c3C(=O)c3c(O[C@@H]4O[C@H](CO)[C@@H](O)[C@H](O)[C@H]4O)cccc31)c1cccc(OC3O[C@H](CO)[C@@H](O)[C@H](O)[C@H]3O)c1C2=O (stereo partly specified),-3%,u,5.2%,-1.8,67,x,26%,x,2.9%,x,
c1ccc2c(-n3cnnn3)cccc2c1,3%,-5%,-0.2%,1.3,101,0.1%,2%,-2%,-0.1%,2%,
Cc1ncc(CO)c(CNc2ccc(-c3nc4ccccc4[nH]3)cc2)c1O,-8%,x,0.2%,-0.7,93,-0.4%,3%,-1%,-0.8%[50 µM],-16%,
# (list continues)
SMILES,NS5 inhibitors,Rac1 GTP hydrolysis,RSV CPE inhibition,NTR1 ag,NTR1 ag cell count 20 µM,West Nile virus CPE,SV40 large T antigen,SIAH1 antagonists,UTI89 phage lysis,AID2073,others
Cc1cccc(OCC(=O)Oc2ccc(Cl)cc2)c1,9%,15%,2.0%,1.3,45,x,7%,x,-1.0%,x,
COc1ccc(N2CCN(CCCNC(=O)c3ccc(CS(=O)(=O)c4ccc(OC)cc4)o3)CC2)cc1,0%,22%,1.4%,-0.3,52,-0.2%,29%,-1%,0.7%,4%,
O=C(Nc1ccc(F)cc1F)N1CCN(CCc2ccccc2)CC1,-7%,4%,x,0.7,36,0.1%,9%,1%,0.0%,6%,
O=C(CN1CCCCC1)Nc1ccccc1C(=O)NC1CC1,-11%,2%,x,1.3,68,x,x,x,1.2%[50 µM],x,
CC(=O)c1cc2c(O)c(O)ccc2o1,1%,u,1.0%,0.3,85,0.0%,19µM*,7%,1.4%,-14%,
C=CCn1c(SCc2nc3sc4c(c3c(=O)[nH]2)CCCC4)nc2ccccc2c1=O,-13%,10%,3.0%,11,60,-1.2%,4%,12%,0.1%,22%,
Cc1cc(C)c(S(=O)(=O)Nc2ccc[nH]c2=O)c(C)c1,-2%,3%,-0.5%,0.7,61,0.4%,15%,-1%,0.9%,-7%,
COCCNC(=O)c1c[nH]c2ccc(S(=O)(=O)N(C)c3ccc(C)c(C)c3)cc2c1=O,-10%,1%,3.5%,0.8,87,2.4%,-1%,0%,0.0%,-4%,

# High-throughput results from PubChem BioAssay.
